Rab9 prom act: qHTS Assay for Rab9 Promoter Activators; Huh7 Rab9 promoter-luciferase reporter, luminescence, 24 h; 320,000 tested, 2.8% active; Potency, µM (titrated, usually from 9.22 µM), for inactives: at the highest dose activation, negative = inhibition, usual class: activators; AID 485297, 2010; further: % of control where 0% means no effect; nearly all actives have a fitted effect of over 60% in size
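Rab9 promoter-driven luciferase in stably transfected Huh7 cells; 1500 cells/well rested 2 h, exposed to compound in DMSO for 24 h at 37 °C, 5% CO2. Luminescence read 10 min after adding luciferase reagent at ambient temperature.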
p53 reactivation: qHTS assay for re-activators of p53 using a Luc reporter; H1299 p53-A138V BP100-luciferase reporter, luminescence, 24 h; Potency, µM (titrated, usually from 92.2 µM), without a hit: top-dose activity change, positive = activation, most hits filed as activators; 320,000 tested, 0.063% active; further: % of control where 0% means no effect; nearly all actives have a fitted effect of over 45% in size
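p53-null H1299 cells stably carrying temperature-sensitive p53-A138V and a BP100-luciferase reporter were pinned with compounds (4-point, 1:5 series) and held 24 hrs at 37 deg C. Luminescence was read 10 min after detection reagent.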
RORgamma inh: qHTS for inhibitors of ROR gamma transcriptional activity; Nuclear receptor ROR-gamma (Mus musculus), P51450; Drosophila S2 Gal4-RORgamma UAS-luciferase reporter, 20 h; Potency, µM (highest dose often 53.6 µM), for the others: at the highest dose activity change, negative = inhibition, usual class: inhibitors; 310,000 tested, 5.4% active; further: on the % scale 0 is the no-effect control and ±100 the full control effect; nearly all actives have a fitted effect of over 60% in size
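Read-out: Photinus luciferase luminescence; inhibitors lower reporter signal. Insect Schneider cells with Gal4-ROR gamma fusion under metallothionein promoter, UAS reporter; 700 uM final copper sulfate induction, 20 hr, ambient temperature.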
VP16 counter: VP16 counterscreen qHTS for inhibitors of ROR gamma transcriptional activity | Drosophila S2 Gal4-VP16 UAS-luciferase, luminescence, 20 h | Potency, µM (top dose mostly 53.6 µM), for inactives: top-dose activity, negative = inhibition, hits mostly inhibitors | 310,000 tested, 3.5% active | AID 2546, 2010;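 further: Gal4-VP16 expression switched on by copper sulfate through the metallothionein promoter; on the % scale 0 is the no-effect control and ±100 the full control effect; nearly all actives have a fitted effect of over 50% in size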
NPC1 prom act: qHTS Assay for NPC1 Promoter Activators; AID 485313, 2010; Potency, µM (highest dose often 9.22 µM), without a hit: top-dose activation, hits mostly activators; 320,000 tested, 2.4% active; Huh7 NPC1 promoter luciferase reporter, 24 h;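 further: % of control where 0% means no effect; nearly all actives have a fitted effect of over 60% in size; reporter is driven by a mutant NPC1 promoter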
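Readout is luciferase luminescence, reflecting NPC1 promoter activation in stably transfected Huh7 cells after 24 h compound exposure at 37 °C in reduced-serum medium with 10% FBS.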
FLuc counter: qHTS profiling assay for firefly luciferase inhibitor/activator using purifed enzyme and Km concentrations of substrates (counterscreen for miR-21 project) | Luciferin 4-monooxygenase (Photinus pyralis), P08659 | purified FLuc, Km substrates, luminescence inhibition | Potency, µM (top dose mostly 57.5 µM), inactives show at the highest dose activity change, negative = inhibition, actives largely listed as inhibitors | 360,000 tested, 6.9% active | AID 588342, 2011;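 further: plate controls were vehicle for no effect and reference inhibitor for full effect; nearly all actives have a fitted effect of over 55% in size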
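Biochemical qHTS of compounds, final roughly 60 µM downward over six points, against 10 nM purified firefly luciferase using Km concentrations of substrates (10 uM D-luciferin, 10 uM ATP) in Tris acetate pH 7.5 buffer; luminescence output.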
BRCA1 expr act: qHTS Assay to Identify Small Molecule Activators of BRCA1 Expression | 380,000 tested, 1.1% active | Potency, µM (doses to about 46.1 µM), inactives show top-dose activation, most hits filed as activators | AID 624202, 2012 | MCF7-BRCA1-FFLuc reporter, luminescence, 48 h; response scale: scaled: vehicle 0%, 10 µM genistein 100%; further: nearly all actives have a fitted effect of over 80% in size; some results filed as inactive show a strong effect at the top dose
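Compounds are tested at multiple concentrations on MCF7 BRCA1-luciferase reporter cells seeded at 2000 per well; after 48 h, a single luminescence end-point is taken and curves fitted to the normalized data.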
CXXC DNA block: qHTS Fluorescence Polarization Assay for Inhibitors of MLL CXXC domain - DNA interaction; Histone-lysine N-methyltransferase 2A (Homo sapiens), Q03164; MLL-CXXC / FITC-HOXA9 DNA fluorescence polarization; Potency, µM (highest dose often 115 µM), without a hit: top-dose activity change, negative = inhibition, usual class: inhibitors; 290,000 tested, 0.037% active; AID 2662, 2010; active means well fitted inhibition curve with a large enough effect in the polarisation, with a control signal flat, not every such curve was filed as active; inconclusive means small, poorly fitted or top-dose-only effect, or effect the other way, or a change in a side signal; inactive means no such curve, though single readings can be large or run the other way; the % refers to the polarisation
Target sequence (Q03164 whole entry, looked up, the tested form may be a part): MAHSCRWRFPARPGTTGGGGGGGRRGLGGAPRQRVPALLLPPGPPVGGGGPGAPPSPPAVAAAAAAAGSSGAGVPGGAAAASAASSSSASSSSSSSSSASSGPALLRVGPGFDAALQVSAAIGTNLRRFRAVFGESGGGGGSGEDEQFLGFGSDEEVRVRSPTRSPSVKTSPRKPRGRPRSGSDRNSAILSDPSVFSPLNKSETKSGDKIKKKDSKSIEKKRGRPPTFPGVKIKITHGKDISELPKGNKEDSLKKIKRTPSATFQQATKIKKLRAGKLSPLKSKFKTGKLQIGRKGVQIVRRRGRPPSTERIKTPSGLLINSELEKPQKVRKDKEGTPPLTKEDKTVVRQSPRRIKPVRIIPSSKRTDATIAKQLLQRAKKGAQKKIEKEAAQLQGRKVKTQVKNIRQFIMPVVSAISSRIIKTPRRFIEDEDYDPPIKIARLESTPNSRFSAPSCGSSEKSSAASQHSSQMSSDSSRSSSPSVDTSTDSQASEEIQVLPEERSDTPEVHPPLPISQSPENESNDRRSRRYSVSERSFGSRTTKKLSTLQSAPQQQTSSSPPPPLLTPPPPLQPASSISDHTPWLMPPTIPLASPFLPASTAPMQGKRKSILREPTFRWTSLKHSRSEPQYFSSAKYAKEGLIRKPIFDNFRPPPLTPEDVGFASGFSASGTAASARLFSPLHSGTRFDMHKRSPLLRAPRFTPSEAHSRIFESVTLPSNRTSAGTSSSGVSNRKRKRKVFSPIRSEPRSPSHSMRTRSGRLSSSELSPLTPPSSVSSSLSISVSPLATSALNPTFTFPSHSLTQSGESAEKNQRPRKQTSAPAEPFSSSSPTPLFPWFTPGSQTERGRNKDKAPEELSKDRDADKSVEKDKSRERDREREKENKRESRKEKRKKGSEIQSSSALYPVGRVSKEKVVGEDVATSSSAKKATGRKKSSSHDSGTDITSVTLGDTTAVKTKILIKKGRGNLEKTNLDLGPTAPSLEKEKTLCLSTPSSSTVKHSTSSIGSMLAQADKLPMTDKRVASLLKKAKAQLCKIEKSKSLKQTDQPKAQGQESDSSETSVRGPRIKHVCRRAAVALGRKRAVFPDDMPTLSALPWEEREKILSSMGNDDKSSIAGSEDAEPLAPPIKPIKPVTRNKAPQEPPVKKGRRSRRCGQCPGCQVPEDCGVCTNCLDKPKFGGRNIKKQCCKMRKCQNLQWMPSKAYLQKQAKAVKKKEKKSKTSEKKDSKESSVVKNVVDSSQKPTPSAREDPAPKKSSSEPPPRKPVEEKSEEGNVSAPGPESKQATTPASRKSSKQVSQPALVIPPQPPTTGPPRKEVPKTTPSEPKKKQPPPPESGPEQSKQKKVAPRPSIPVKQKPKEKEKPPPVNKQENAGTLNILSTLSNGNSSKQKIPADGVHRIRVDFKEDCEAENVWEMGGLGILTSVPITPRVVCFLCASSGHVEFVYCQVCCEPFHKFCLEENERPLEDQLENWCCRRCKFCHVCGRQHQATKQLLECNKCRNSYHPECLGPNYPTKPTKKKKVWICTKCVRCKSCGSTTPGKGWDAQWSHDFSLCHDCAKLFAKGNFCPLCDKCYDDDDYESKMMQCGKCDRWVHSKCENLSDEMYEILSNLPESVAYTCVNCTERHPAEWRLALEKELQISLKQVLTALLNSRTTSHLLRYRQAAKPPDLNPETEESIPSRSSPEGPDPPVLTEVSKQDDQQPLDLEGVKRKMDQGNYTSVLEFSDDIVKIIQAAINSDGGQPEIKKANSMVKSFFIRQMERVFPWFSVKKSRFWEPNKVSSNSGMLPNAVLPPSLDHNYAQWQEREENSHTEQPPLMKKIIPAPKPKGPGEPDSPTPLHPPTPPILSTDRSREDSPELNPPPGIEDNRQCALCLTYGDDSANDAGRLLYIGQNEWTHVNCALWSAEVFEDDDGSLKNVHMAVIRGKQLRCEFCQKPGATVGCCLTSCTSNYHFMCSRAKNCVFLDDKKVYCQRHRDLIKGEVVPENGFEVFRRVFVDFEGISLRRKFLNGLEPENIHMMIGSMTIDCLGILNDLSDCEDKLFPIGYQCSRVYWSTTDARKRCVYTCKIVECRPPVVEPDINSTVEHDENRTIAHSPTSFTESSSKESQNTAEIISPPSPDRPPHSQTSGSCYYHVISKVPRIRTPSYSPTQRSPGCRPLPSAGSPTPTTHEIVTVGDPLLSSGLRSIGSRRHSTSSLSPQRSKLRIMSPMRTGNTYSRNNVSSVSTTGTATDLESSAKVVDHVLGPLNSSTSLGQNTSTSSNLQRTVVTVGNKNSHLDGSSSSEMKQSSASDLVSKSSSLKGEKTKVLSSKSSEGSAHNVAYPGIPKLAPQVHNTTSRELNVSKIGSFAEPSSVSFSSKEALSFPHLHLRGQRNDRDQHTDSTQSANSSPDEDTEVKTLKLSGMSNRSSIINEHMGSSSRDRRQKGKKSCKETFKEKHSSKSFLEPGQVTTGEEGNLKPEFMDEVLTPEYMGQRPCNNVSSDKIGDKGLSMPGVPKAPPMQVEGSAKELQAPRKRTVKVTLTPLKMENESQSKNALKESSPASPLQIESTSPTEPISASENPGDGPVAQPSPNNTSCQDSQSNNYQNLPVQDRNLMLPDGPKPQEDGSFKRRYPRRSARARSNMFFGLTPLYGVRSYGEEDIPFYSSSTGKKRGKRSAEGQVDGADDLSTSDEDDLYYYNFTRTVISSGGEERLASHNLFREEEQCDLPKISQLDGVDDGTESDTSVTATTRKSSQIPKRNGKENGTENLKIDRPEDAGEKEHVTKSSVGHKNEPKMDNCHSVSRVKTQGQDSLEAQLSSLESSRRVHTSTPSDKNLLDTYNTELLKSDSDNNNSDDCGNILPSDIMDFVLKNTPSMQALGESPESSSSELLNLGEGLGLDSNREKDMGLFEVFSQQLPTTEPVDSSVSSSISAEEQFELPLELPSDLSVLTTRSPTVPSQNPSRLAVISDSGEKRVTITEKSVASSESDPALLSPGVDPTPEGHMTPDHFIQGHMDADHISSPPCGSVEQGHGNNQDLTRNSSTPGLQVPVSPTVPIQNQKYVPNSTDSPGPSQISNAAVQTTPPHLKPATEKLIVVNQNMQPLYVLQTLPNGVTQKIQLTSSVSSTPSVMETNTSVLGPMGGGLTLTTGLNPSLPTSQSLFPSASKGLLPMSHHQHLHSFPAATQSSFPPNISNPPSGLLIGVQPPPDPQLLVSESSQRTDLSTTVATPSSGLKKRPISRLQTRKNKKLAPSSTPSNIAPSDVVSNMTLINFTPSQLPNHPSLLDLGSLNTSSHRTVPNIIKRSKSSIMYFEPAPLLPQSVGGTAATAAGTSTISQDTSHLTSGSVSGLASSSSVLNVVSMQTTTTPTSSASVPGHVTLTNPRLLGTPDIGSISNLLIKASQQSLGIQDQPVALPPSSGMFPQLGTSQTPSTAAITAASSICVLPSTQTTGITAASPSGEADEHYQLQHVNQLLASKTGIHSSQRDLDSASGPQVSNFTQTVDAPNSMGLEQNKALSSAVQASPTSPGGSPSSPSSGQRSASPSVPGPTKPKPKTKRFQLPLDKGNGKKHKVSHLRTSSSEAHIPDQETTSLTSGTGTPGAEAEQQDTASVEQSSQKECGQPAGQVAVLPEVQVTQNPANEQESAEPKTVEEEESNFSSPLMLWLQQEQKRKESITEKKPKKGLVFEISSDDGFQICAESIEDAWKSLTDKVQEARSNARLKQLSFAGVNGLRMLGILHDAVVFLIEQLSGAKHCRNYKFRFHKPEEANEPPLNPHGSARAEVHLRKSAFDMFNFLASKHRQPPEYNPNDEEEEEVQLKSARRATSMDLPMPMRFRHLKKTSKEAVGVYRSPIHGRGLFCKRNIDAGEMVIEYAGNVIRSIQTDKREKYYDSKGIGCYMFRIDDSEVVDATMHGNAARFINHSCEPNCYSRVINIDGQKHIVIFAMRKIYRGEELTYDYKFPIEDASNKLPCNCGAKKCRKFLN
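Purified MLL-CXXC (added from a 7 uM solution) was preincubated 5 min at ambient with pinned compounds in 50 mM Tris-HCl pH 7.5, 50 mM NaCl, 1 mM DTT, 0.05% BSA. Fluorescein-labeled HOX-A9 DNA (50 nM solution) followed, 30 min, then polarization read.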
uPA surface inh: qHTS for Inhibitors of Cell Surface uPA Generation. cell surface uPA generation assay, qHTS. Potency, µM (titrated, usually from 38.3 µM), without a hit: top-dose activity change, negative = inhibition, hits mostly inhibitors. 330,000 tested, 0.31% active; active means well fitted inhibition curve with a large enough effect; inconclusive means small, poorly fitted or top-dose-only effect; inactive means no such curve, though single readings can be large or run the other way; tested in mouse RAW 264.7 cells; further: on the % scale 0 is the no-effect control and ±100 the full control effect; nearly all actives have a fitted effect of over 55% in size
ELG1 genotoxic: qHTS screen for small molecules that induce genotoxicity in human embryonic kidney (HEK293T) cells expressing luciferase-tagged ELG1; HEK293T ELG1-luciferase reporter, luminescence, 16 h; Potency, µM (top dose mostly 46 µM), inactives show at the highest dose activity change, positive = activation, actives largely listed as activators; 330,000 tested, 1.3% active; AID 504466, 2011; further: % of control where 0% means no effect; nearly all actives have a fitted effect of over 60% in size
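HEK293T cells expressing luciferase-tagged ELG1 were exposed to compound or DMSO vehicle for 16 hr at 37 °C and 5% CO2. Luciferase activity was then measured with ONE-Glo after 30 min at room temperature.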
MBNL1 CUG block: qHTS Assay for Inhibitors of MBNL1-poly(CUG) RNA binding | Muscleblind-like protein 1 (Homo sapiens), Q9NR56 | TR-FRET MBNL1-His/biotin-(CUG)12 binding, 665/545 ratio | Potency, µM (titrated, usually from 57.5 µM), without a hit: at the top dose activity change, negative = inhibition, actives largely listed as inhibitors | 280,000 tested, 0.036% active | AID 2675, 2010; active means well fitted inhibition curve with a large enough effect in the signal ratio, with a control signal flat, not every such curve was filed as active; inconclusive means small, poorly fitted or top-dose-only effect, or effect the other way, or a change in a side signal; inactive means no such curve, though single readings can be large or run the other way; the % refers to the signal ratio; further: on the % scale 0 is the no-effect control and ±100 the full control effect
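MBNL1-His + Biotin-(CUG)12, cpd titration 92 nM–58 uM; Tb anti-His Ab 0.055 ng/ul, SA-XL665 5 nM (final); 60 min RT; ratiometric 665/545 nm, Ex 340 nm; normalized to buffer and full-complex controls.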
Starred values were filed as active, the others as inactive; ? = inconclusive; / = not tested or not shown; [ ] = dose if it differs, or a comment. Unless noted, the call rests on the fitted dose curve; in most records, active means well fitted curve in the direction sought with a large enough effect; inconclusive means small, poorly fitted or top-dose-only effect, or another doubt; inactive means no such curve, though single readings can be large; an effect the other way counts as inactive or inconclusive. Potency means the concentration at half of the fitted maximal effect. Not all compounds are listed (hit frequency here may not be typical).

Second line of a record: Rab9 prom act	p53 reactivation	RORgamma inh	VP16 counter	NPC1 prom act	FLuc counter	BRCA1 expr act	CXXC DNA block	uPA surface inh	ELG1 genotoxic	MBNL1 CUG block
- CC(C)N1C(=O)CCC1C(=O)NCCc1ccc(Cl)cc1 (configuration not stated)
  -9%	-1%	-22%	3%	1%	2%	3%	11%	2%	2%	-2%
- CC1=NC(C#N)=C(C#N)NC(C)(C)C1
  -7%	-1%	12%	-4%	0%	4%	0%	1%	-1%	2%	9%
- COc1ccc(/C=C/C(=O)O)cc1S(=O)(=O)N1CCCCC1
  -4%	-3%	0%	-4%	-7%	-4%	24%	?	6%	1%	0%
- CCCCCCOC(=O)C1=C(C)NC(=O)NC1c1ccc2c(c1)OCO2 (configuration not stated)
  3%	-36%[inhibitor]	12%	-9%	-1%	4%	-24%	1%	15%	-5%	-10%
- O=C(NCCNS(=O)(=O)c1ccc(C(F)(F)F)cc1)N1CCOCC1
  -1%	2%	34%	2%	0%	0%	-11%	-14%	6%	-3%	-9%
- O=c1c(O)c(-c2cccs2)oc2ccccc12
  1%	4%	22µM*	0%[0.365 µM]	2%	4%	3%	?	0%	-2%	2%
- Cc1ccc2ncnc(NCCCN3CCOCC3)c2c1
  -1%	4%	25%	-5%[0.365 µM]	-2%	3%	13%	12%	11%	-12%	-2%
- Cc1cc(NC(=O)C(C)Sc2nc(-c3cccs3)nc3ccccc23)no1 (configuration not stated)
  -8%	9%	/	/	-4%	2%	-67%	/	-22%	1%	/
- O=c1ccc(-c2ccc(S(=O)(=O)Nc3ccccc3Cl)o2)n[nH]1
  -4%	7%	7%	-10%	2%	-2%	-28%	2%	7%	3%	?
- O=C(CSc1ncc(-c2ccccc2)[nH]1)Nc1cccc(O)c1
  13%	1%	0%	1%	17%	?	20%	-9%	3%	9%	-10%
- CCCc1nn(C)c2c(=O)[nH]c(-c3cc(S(=O)(=O)N(CCO)CCO)ccc3OCC)nc12
  7%	0%	-37%	7%	-4%	1%	1%	8%	-5%	-2%	5%
- O=C(NCc1ccncc1)C1CCN(S(=O)(=O)Cc2ccccc2)CC1
  -17%	-3%	11%	8%	-3%	0%	16%	0%	18%	0%	0%
- O=C(NCc1cccs1)C1CCCN(S(=O)(=O)c2ccc(Br)s2)C1 (configuration not stated)
  /	/	22%	-3%	/	0%	-17%	7%	5%	/	7%
- Cc1ccc(S(=O)(=O)NC(=NCC(=O)O)c2ccccc2)cc1
  12%	30%	-2%	0%	0%	-2%	5%	-7%	-4%	1%	-7%
- CCOC(=O)COc1c(Cl)cc(C2NC(=S)NC(c3ccccc3)=C2C(C)=O)cc1OCC (configuration not stated)
  8%	-27%	3.5µM*	3.2µM*	7%	6%	10%	3%	1%	4%	188%[activator]
- CC(=O)N1CCC(N(CCN2CCOCC2)C(=S)Nc2cc(C)ccc2C)CC1
  -6%	-6%	11%	-9%	-1%	4%	-10%	4%	0%	2%	/
- COc1cc(C2NC(=O)NC(c3ccccc3)=C2C(C)=O)cc(Cl)c1OCC(=O)O (configuration not stated)
  -5%	5%	0%	0%	-2%	-2%	15%	0%	4%	1%	-8%
- Cc1c(C)c2c(OCC(=O)N3CCC[C@H]3C(=O)O)cc3c(c2oc1=O)CCC(C)(C)O3
  1%	10%	-8%	4%	0%	-1%	11%	-13%	9%	2%	?
- CCn1c(=N)n(CC(O)c2ccco2)c2ccccc21 (configuration not stated)
  -6%	1%	-8%[0.365 µM]	/	4%	2%	5%	2%	/	-7%	-4%
- CCn1ncc(/C=N\NC(=O)Cc2ccc([N+](=O)[O-])cc2)c1C
  -2%	-1%	3%	6%	1%	0%	-9%	12%	-1%	1%	?
- Cn1c(CC(=O)Nc2ccccc2F)nnc1SCC(=O)Nc1nncs1
  -2%	1%	-11%	-1%	-6%	1%	2%	-4%	4%	1%	-8%
- CSc1nc(C)cc(SCC(=O)Nc2ccc(Cl)cc2Cl)n1
  -5%	0%	-7%	-18%	0%	-1%	-24%	-5%	4%	-6%	?
- CC(C)COc1ccc(Cc2cnc(N)nc2N)cc1
  -2%	-3%	-4%	0%	6%	-7%	32%	14%	-8%	-3%	-1%
- COc1ccc(-c2cn[nH]c2C)cc1OC
  1%	1%	-17%	6%	-1%	-1%	-3%	-4%	-3%	-7%	11%
- CCOC(=O)N1CCC(=NNc2ccc(S(N)(=O)=O)cc2[N+](=O)[O-])CC1
  -2%	0%	13%	-15%	-1%	-3%	0%	0%	6%	8%	?
- O=C(Cn1cc([N+](=O)[O-])cn1)NCc1ccco1
  2%	17%	2%	-3%	-3%	0%	2%	-7%	13%	1%	11%
- CCc1cc2c(=O)c(-c3nc4ccccc4n3C)c(COCC(=O)O)oc2cc1OC(=O)C(C)(C)C
  11%	3%	4.5µM*	-24%	-3%	3%	-13%	5%	/	-1%	5%
- COc1cccc(C(=O)c2c[nH]c(C(=O)NCCCN(C)C)c2)c1
  -1%[1.84 µM]	7%	9%	0%[10 µM]	-2%	-2%	1%	-2%	/	5%	1%
- COC(=O)C1(CO)NC(c2ccc(C)cc2)C2C(=O)N(c3ccccc3)C(=O)C21 (configuration not stated)
  7%	/	-30%	-1%	1%	6%	-16%	-1%	17%	-4%	2%
- Cc1cc(NC(=O)CSc2nnc(Nc3ccccc3)s2)no1
  2%	-5%	1%	4%	-1%	0%	1%	14%	4%	3%	1%
- CC(C)c1cc(C(=O)N2CCCC(N3CCN(c4ccccc4F)CC3)C2)nc(N)n1 (configuration not stated)
  1%	-5%	-4%	-4%	2%	-1%	-13%	4%	-22%	-7%	-1%
- CN1C(=S)SC(N(O)C(=O)NC2CCCCC2)C1(C)C (configuration not stated)
  1%	11%	-21%	10%	-1%	1%	0%	-6%	3%	-1%	-2%
- CN(C)S(=O)(=O)c1cccc(NC(=O)c2cc(-c3cccs3)nc3ccccc23)c1
  1%	-9%	26%	-5%	-4%	?	-35%	1%	6%	-7%	/
- COc1ccc(-c2nnc3ccc(SCC(=O)Nc4nc5ccccc5s4)nn23)cc1OC
  -4%	14%	9%	-1%	-1%	-15%	-18%	15%	-1%	-2%	3%
- C=CCSC1=C(C#N)C(c2ccccc2Cl)CC(=O)N1 (configuration not stated)
  -3%	13%	7%[0.365 µM]	/	0%	-6%	1%	2%	9%	-3%	-2%
- Cc1[nH]c2ccccc2c1C(=O)C(=O)N1CCN(C)CC1
  -7%	-1%	-11%	13%	-14%	-2%	1%	12%	2%	6%	-5%
- O=[N+]([O-])c1ccccc1S(=O)(=O)NCCSc1ccccc1
  2%	/	27%	13%	-1%	4%	3%	17%	-3%	-3%	?
- COc1cccc(C(=O)Nc2cccc(-c3nc4ncccc4o3)c2C)c1
  12%	3%	-23%	-25%	0%	?	-9%	-6%	15%	-2%	-7%
- COCCCNC(=S)NCCc1ccc(F)cc1
  0%	17%	10µM*	?	-1%	1%	?	10%	1%	11%	-4%
- O=C(/C=C/c1ccc(Cl)cc1)Nc1ccc(N2CCOCC2)cc1
  -5%	-2%	12%	9%[10 µM]	0%	0%	1%	-6%	2%	8%	-1%
- COc1ccc(NC(=S)N2CCN(CCN3C(=O)c4cccc5cccc(c45)C3=O)CC2)cc1
  -2%	-2%	2%	-6%	0%	1%	-48%	?	-1%	?	?
- CCOC(=O)c1[nH]cnc1C(=O)Nc1ccccc1
  -11%	-1%	?	?	1%	-1%	5%	6%	-2%	0%	7%
- O=C(CSc1nc2[nH]c(=O)cc(O)c2s1)Nc1ccc(Br)cc1
  -5%	-3%	/	/	-6%	?	-2%	/	10%	0%	/
- CC(=O)c1nc(-c2ccccc2)sc1C
  6%	7%	17%	15%	-6%	?	37%	-6%	-3%	13%	?
- O=C(NCc1cccs1)c1ccc([N+](=O)[O-])cc1
  4%	11%	-8%	2%	3%	-10%	-12%	23%	-2%	-1%	?
- NS(=O)(=O)c1ccc(N/N=C/c2ccccc2C(=O)O)c([N+](=O)[O-])c1
  -3%	-3%	-43%	-2%	-1%	-6%	-6%	6%	0%	-17%	/

Source: PubChem (National Center for Advancing Translational Sciences (NCATS))
